Akt phos inh = inhibitors of Akt phosphorylation; Neuro2A IGF-stimulated pAkt S473 HTRF, 20 min; stronger effect = lower value; activity change, % for hits at 50 µM; 360,000 tested, 0.32% active; AID 651550; in the data active means activity change below about -80%; inconclusive means mostly about -51% to -80%; further: on the % scale 0 is the no-effect control and ±100 the full control effect
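Neuro2A cells in DMEM with 0.5% FBS, overnight at 37 deg C, given compound at single 50 µM final, then IGF (6 nM final) for 20 min at 37 deg C. Lysed; phospho-Akt Ser473 by HTRF after 24 h, 665/615 ratio.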
ATXN viability = viability counter-screen for ATXN expression inhibitors. S2 cells (HEK-293 line with an ATXN2-luciferase reporter) viability, CellTiter-Fluor protease fluorescence, 24 h. 400,000 tested, 0.49% active. Potency, µM (highest dose often 56.7 µM), usual class: cytotoxic; further: potency means the concentration at half of the fitted maximal effect; nearly all actives have a fitted effect of over 40% in size
A549 viability = kills or reduces viability of A549 cells in Nrf2 counter-screen. AID 504648. 390,000 tested, 0.16% active. A549 ARE-Fluc cells, CellTiter-Fluor viability, 18-24 h. Potency, µM (titrated, usually from 46 µM), for the others: at the highest dose activity change, negative = cytotoxicity, hits mostly inhibitors; further: potency means the concentration at half of the fitted maximal effect; on the % scale 0 is the no-effect control and ±100 the full control effect
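A549 ARE-Fluc cells in 5% FBS OPTI-MEM, 5000 cells/well, rested 2 h then exposed to compounds in concentration-response for 18-24 h at 37 °C. Viability by CellTiter-Fluor fluorescence (Ex 405/Em 525) after 30 min; luciferase luminescence (BugLite, 15 min, RT) read afterwards.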
CCT modulator = cytosolic chaperonin activity modulation | 360,000 tested, 0.3% active | purified chaperonin ATPase assay, HTRF ADP detection, 30 min | activity change, % (no concentration beside the values), hits read low; in the data active means activity change below about -30%; further: on the % scale 0 is the no-effect control and ±100 the full control effect
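Enzyme 40 or 20 nM (batch-dependent) in Tris pH 7.4/KCl/MgCl2/DTT; cpd 76 uM single point; ATP 10 uM; 30 min 37 °C; Transcreener ADP HTRF detection, 30 min RT; ratio 665/615.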
TGFb inhibitor = TGF-b pathway inhibition; Potency, µM (highest dose often 46.1 µM), without a hit: top-dose activity, negative = inhibition, actives largely listed as inhibitors; HepG2 CAGA-GFP TGF-b/SMAD3 reporter, GFP fluorescence, 18 h; TGF-beta stimulated, 500 pg/mL final; AID 588855; 410,000 tested, 1.2% active; further: potency means the concentration at half of the fitted maximal effect; on the % scale 0 is the no-effect control and ±100 the full control effect; nearly all actives have a fitted effect of over 65% in size
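Inhibition was scored as loss of TGF-beta-induced (500 pg/mL final, 18 hours, 37 degrees C) GFP in HEPG2 cells carrying a CAGA-GFP reporter, in DMEM with 1% FBS. Well GFP was summed per cell; Activity was normalised to unstimulated and stimulated DMSO wells, then concentration-response fitting.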
HepG2 viability = kills HepG2 cells in TGF-b inhibitor counter-screen; HepG2 CAGA-GFP viability, ATP luminescence, 18 h; 410,000 tested, 0.76% active; Potency, µM (titrated, usually from 46.1 µM), without a hit: at the highest dose activity change, negative = cytotoxicity, usual class: cytotoxic; further: potency means the concentration at half of the fitted maximal effect; some results filed as inactive show a strong effect at the top dose
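CellTiter-Glo luminescence gave cytotoxicity after 18 hours at 37 degrees C. The cells were HepG2 CAGA-GFP in 1% FBS DMEM, stimulated with 500 pg/mL TGF-beta after compound addition. %Activity was normalised to no-cell wells (complete cell-killing) and DMSO (no toxicity), and curves were fitted and classified.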
Nrf2 ARE act = Nrf2 pathway activation. AREc32 ARE-luciferase reporter (MCF7-derived line), luminescence, 24 h. Potency, µM (doses to about 46.1 µM), for inactives: at the highest dose activation, hits mostly activators. 410,000 tested, 0.31% active. AID 624171; further: potency means the concentration at half of the fitted maximal effect; % of control where 0% means no effect; nearly all actives have a fitted effect of over 65% in size
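AREc32 cells carrying an ARE-driven firefly luciferase, 1000 cells/well in OPTI-MEM with 5% FBS, dosed after overnight attachment and incubated 24 hr at 37 deg C. Steady-Glo luminescence read after 30 min at RT.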
Nrf2 block = inhibitors of Nrf2 signaling. A549 ARE-Fluc reporter, luciferase luminescence, 18-24 h. Potency, µM (titrated, usually from 46 µM), for the others: at the top dose activity change, negative = inhibition, hits mostly inhibitors. 360,000 tested, 2.1% active. AID 504444; further: potency means the concentration at half of the fitted maximal effect; on the % scale 0 is the no-effect control and ±100 the full control effect; nearly all actives have a fitted effect of over 60% in size
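Concentration-response testing used A549 ARE_Fluc cells at 5000 cells/well. Following an 18-24 h compound incubation, viability was read by fluorescence (Ex 405/Em 525) and luciferase output by luminescence.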
Mm-Cpn inhibitor = inhibitors of Methanococcus maripaludis chaperonin (MmCpn). purified Mm-Cpn ATPase, ADP Transcreener TR-FRET. AID 504842. Potency, µM (titrated, usually from 76.9 µM), without a hit: at the highest dose activity, negative = inhibition, most hits filed as inhibitors. 330,000 tested, 0.031% active; further: potency means the concentration at half of the fitted maximal effect; on the % scale 0 is the no-effect control and ±100 the full control effect; nearly all actives have a fitted effect of over 80% in size
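25 nM Mm-CPN + cpd, 10 min 37°C; + 10 uM ATP, 30 min 37°C; buffer 30 mM Tris pH 7.4, 100 mM KCl, 5 mM MgCl2, 1 mM DTT; Transcreener ADP HTRF detection 30 min RT.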
Starred values were filed as active, the others as inactive; i = inactive; ? = inconclusive; . = not tested or not shown; & = joins results of further samples. Unless noted, the call rests on the fitted dose curve; in most records, active means well fitted curve in the direction sought with a large enough effect; inconclusive means small, poorly fitted or top-dose-only effect, or another doubt; inactive means no such curve, though single readings can be large; an effect the other way counts as inactive or inconclusive.

item	mol	Akt phos inh	ATXN viability	A549 viability	CCT modulator	TGFb inhibitor
1	O=C(CNS(=O)(=O)c1ccc(F)cc1)N1CCCC1	i	i	-20%	-5.8	12%
2	COc1ccc(Cl)cc1CNC[C@H]1O[C@@H](n2cnc3c(=O)[nH]c(N)nc32)[C@H](O)[C@@H]1O	i	i	.	-1.6	0%
3	O=C(c1cnn(-c2ccccc2)c1)c1cc(F)ccc1O	i	.	0%	-0.7	0%
4	CCOc1ccc(-c2n[nH]c(C)c2-c2ccccn2)c(O)c1	i	i	5%	0.7	-10%
5	CCS(=O)(=O)N1CCN(c2ccc([N+](=O)[O-])c(NCc3ccccc3)c2)CC1	i	i	-4%	-2.4	8%
6	Cc1ccc2sc(N(Cc3cccnc3)C(=O)CCOc3ccccc3)nc2c1C	.	.	-1%	.	0%
7	COc1cccc(NC(=O)CCN2C(=O)c3cccc([N+](=O)[O-])c3C2=O)c1	i	i	2%	-4.5	-6%
8	CCCCN(C(=O)CSc1ncnc2sccc12)c1c(N)n(Cc2ccccc2)c(=O)[nH]c1=O	i	i	-2%	-2.0	2%
9	O=S(=O)(NCc1ccco1)c1ccc(Cl)nc1	i	i	-1%	-1.4	?
10	N#CCCn1cc(/C=N/N=C2\NC(=O)C(CC(=O)O)S2)c(-c2ccc(F)cc2)n1 (stereo unspecified)	i	i	0%	-0.5	5%
11	Cc1cc2cc(CCNC(=O)c3cccc([N+](=O)[O-])c3)c(=O)[nH]c2cc1C	i	i	1%	-0.5	-2%
12	COCCNC(=O)c1cccc(NC(=O)C2=C(C)OCCS2)c1	i	i	4%	0.1	1%

item	HepG2 viability	Nrf2 ARE act	Nrf2 block	Mm-Cpn inhibitor
1	7%	0.1%	-21%	.
2	-2%	0.3%	.	.
3	-16%	?	?	0%
4	-4%	2.5%	2%	2%
5	-21%	2.2%	.	2%
6	-34%	9.6%	.	.
7	-18%	-0.3%	-1%	-7%
8	-7%	2.3%	-10%	-3%
9	-8%	-0.1%	3%	3%
10	3%	0.0%	3%	1%
11	6%	-0.4%	?	1%
12	-24%	-0.7%	7%	0%

An excerpt from above in order of molecular weight, rising.
item	mol	Akt phos inh	ATXN viability	A549 viability	CCT modulator	TGFb inhibitor
3	O=C(c1cnn(-c2ccccc2)c1)c1cc(F)ccc1O	i	.	0%	-0.7	0%
1	O=C(CNS(=O)(=O)c1ccc(F)cc1)N1CCCC1	i	i	-20%	-5.8	12%
12	COCCNC(=O)c1cccc(NC(=O)C2=C(C)OCCS2)c1	i	i	4%	0.1	1%
11	Cc1cc2cc(CCNC(=O)c3cccc([N+](=O)[O-])c3)c(=O)[nH]c2cc1C	i	i	1%	-0.5	-2%
7	COc1cccc(NC(=O)CCN2C(=O)c3cccc([N+](=O)[O-])c3C2=O)c1	i	i	2%	-4.5	-6%
5	CCS(=O)(=O)N1CCN(c2ccc([N+](=O)[O-])c(NCc3ccccc3)c2)CC1	i	i	-4%	-2.4	8%
6	Cc1ccc2sc(N(Cc3cccnc3)C(=O)CCOc3ccccc3)nc2c1C	.	.	-1%	.	0%
8	CCCCN(C(=O)CSc1ncnc2sccc12)c1c(N)n(Cc2ccccc2)c(=O)[nH]c1=O	i	i	-2%	-2.0	2%

item	HepG2 viability	Nrf2 ARE act	Nrf2 block	Mm-Cpn inhibitor
3	-16%	?	?	0%
1	7%	0.1%	-21%	.
12	-24%	-0.7%	7%	0%
11	6%	-0.4%	?	1%
7	-18%	-0.3%	-1%	-7%
5	-21%	2.2%	.	2%
6	-34%	9.6%	.	.
8	-7%	2.3%	-10%	-3%

Further results follow.
item	mol	Akt phos inh	ATXN viability	A549 viability	CCT modulator	TGFb inhibitor
13	COC(=O)c1ccc(NC(=O)CCC(=O)c2ccc(F)cc2)cc1	i	i	5%	-1.3	7%
14	Nc1ncnc(Nc2ccc(F)c(Cl)c2)n1	i	i	4%	-5.6	-3%
15	O=C(Nc1ccccc1)c1cc(S(=O)(=O)N2CCCCC2)ccc1N1CCOCC1	i	i	0%	1.1	5%
16	Cc1nc(CN(C)C(=O)c2ccccc2OC2CCN(S(C)(=O)=O)CC2)cs1	i	i	0%	-2.3	-1%
17	CSc1ccc(C2C3(C#N)C(N)=NC4(OCCO4)C23C#N)cc1 (stereo unspecified)	.	i	0%	1.6	15%
18	Nc1nnc(COc2ccccc2)s1	i	i	1%	-0.1	-4%
19	c1coc(CN=C2NC(=NCc3ccco3)c3ccccc32)c1	i	i	-2%	0.6	-3%
20	CNC(=S)N1N=C(c2cccs2)CC1c1ccc(F)cc1 (stereo unspecified)	i	i	0%	1.7	-14%
21	Cn1nnnc1SCc1nc2scc(-c3ccc(Cl)cc3)c2c(=O)[nH]1	i	i	0%	-1.9	-5%
22	CCN1CCN(c2csc3ccc(C)cc3c2=O)CC1	.	i	-22%	.	0%
23	COc1ccccc1OCCNc1cc(N2CCCCC2)ccc1[N+](=O)[O-]	i	i	?	-1.6	3%
24	CC(C)Cc1nnc(NC(=O)c2cc(S(=O)(=O)N(C)C)ccc2N2CCCC2)s1	i	?	-7%	-3.1	3%

item	HepG2 viability	Nrf2 ARE act	Nrf2 block	Mm-Cpn inhibitor
13	7%	-0.7%	3%	1%
14	3%	5.7%	10%	-1%
15	0%	0.0%	4%	1%
16	3%	0.9%	7%	4%
17	2%	0.0%	-5%	-2%
18	4%	0.0%	?	1%
19	-26%	14%	-4%	-17%
20	11%	0.2%	-9%	-3%
21	-68%	0.0%	?	-3%
22	5%	-0.7%	.	.
23	-16%	0.6%	?	-19%
24	-8%	-0.1%	-6%	-3%

(list continues)
item	mol	Akt phos inh	ATXN viability	A549 viability	CCT modulator	TGFb inhibitor
25	O=C1OCCN1c1c(-c2ccccc2)c(-c2cccs2)nc2c(-c3ccccc3)cccc12	i	i	10%	-5.2	-22%
26	COc1ccc2c(c1)Cc1sc(NC(=O)c3ccco3)nc1-2	i	i	-14%	0.6	?
27	Cc1ccc(C(C)C)c(OCC(=O)Nc2ccc(Cl)cn2)c1	i	i	3%	-3.2	2%
28	CC(=O)c1ccc(NS(=O)(=O)Cc2ccccc2)cc1	i	i	8%	1.2	0%
29	Cc1ccc(NC(=O)CN(C)C(=O)C2COc3ccccc3O2)cc1 (stereo unspecified)	i	?	-4%	-2.0	-10%
30	COc1cccc(CNS(=O)(=O)c2ccc(N3CCCC3=O)cc2)c1	i	i	1%	-1.1	-29%
31	Oc1ccc(-c2cccc(-c3ccc(O)cc3)n2)cc1	i	i	-4%	-4.0	13%
32	O=C1CC2CC1C(C(=O)O)C2C(=O)O (stereo unspecified)	i	i	-4%	-0.4	-17%
33	COc1ccc(OC)c(S(=O)(=O)Nc2cc(C(=O)O)ccc2N2CC3CC(C2)c2cccc(=O)n2C3)c1 (stereo unspecified)	i	i	0%	-6.6	2%
34	CC(C)N(Cc1cc2ccccc2[nH]c1=O)C(=O)c1ccco1	i	i	-3%	0.1	3%
35	O=C(c1ccco1)N1CCN(C(=O)c2cccs2)CC1	i	i	1%	-0.2	-2%
36	Cc1ccc(-n2nnnc2SCC(=O)Nc2ccc3c(c2)OCCO3)cc1C	i	i	0%	-5.6	-10%

item	HepG2 viability	Nrf2 ARE act	Nrf2 block	Mm-Cpn inhibitor
25	0%	-1.0%	-3%	-25%
26	-19%	3.0%	0%	-5%
27	-30%	-0.9%	-5%	-1%
28	6%	0.1%	?	0%
29	6%	2.3%	2%	-1%
30	-29%	4.3%	?	-2%
31	-22%	7.0%	18%	-9%
32	2%	6.1%	-8%	.
33	-1%	-0.8%	4%	0%
34	4%	-0.1%	11%	-4%
35	6%	0.1%	-4%	1%
36	-2%	2.2%	-19%	-1%

Next part
item	mol	Akt phos inh	ATXN viability	A549 viability	CCT modulator	TGFb inhibitor
37	O=C(Nc1ccncc1)Nc1ccncc1	i	i	5%	0.8	2%
38	CC1CCCC(C)N1C(=O)C1CC(c2ccc(F)cc2)=NO1 (stereo unspecified)	i	i	4%	-1.8	-17%
39	C=CCOc1cccc(C2/C(=C(\O)c3ccc4c(c3)OCCO4)C(=O)C(=O)N2CCN2CCOCC2)c1 (stereo unspecified)	i	i	0%	-0.8	13%
40	CCOC(=O)N1CCC2(CC1)C(C#N)=C(N)Oc1n[nH]c(C)c12	i	i	4%	-1.8	10%
41	COC(=O)C(Cc1c[nH]c2ccccc12)NC(=O)c1ccccc1Br (stereo unspecified)	i	i	5%	-1.7	?
42	CCCCN(C=O)c1c(CC)nc2ccc(C(=O)NCCc3c[nH]c4ccccc34)cn12	i	?	.	1.0	-3%
43	CC1CCN(CCOCCOc2ccc(Br)cc2Cl)CC1	i	?	?	-0.2	3%
44	Cc1ccc(-c2noc(CSc3nnc(C)n3-c3ccc(C)cc3)n2)cc1	.	.	3%	.	-22%
45	O=C1NCCc2c1[nH]c1ccccc21	i	i	-10%	0.1	2%

item	HepG2 viability	Nrf2 ARE act	Nrf2 block	Mm-Cpn inhibitor
37	5%	-0.6%	?	0%
38	4%	0.0%	-1%	-1%
39	0%	0.5%	-8%	-7%
40	1%	8.2%	.	2%
41	2%	0.0%	-10%	1%
42	4%	3.5%	.	.
43	-19%	3.7%	-2%	-1%
44	-48%	1.9%	?	.
45	3%	0.0%	-4%	0%&-1%

Source: PubChem (National Center for Advancing Translational Sciences (NCATS))
